High-throughput results as filed in PubChem.
Hsp70 inhibitors: small molecules displacing fluorescent ligand from Hsp70 – biochemical, fluorescence polarization, primary screen (AID 583); displacement, % at 20 µM, or IC50 in µM where a hit was titrated; Hsp70 fluorescence polarization probe displacement, mP; higher % means a stronger effect; 140,000 tested, 0.06% active; in the data active means displacement above about 50%;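 further: plate controls were vehicle for no effect and reference ligand for full effect; a part of the inactive calls stands beside numbers as strong as those of hits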
Rat MKP-3 inhibitors: inhibition of rat DUSP6 enzyme activity – biochemical, in vitro, primary screen (AID 425). recombinant MKP-3 phosphatase activity, fluorescence; higher % means a stronger effect. inhibition, % at 20 µM, or IC50 in µM where a hit was titrated. 110,000 tested, 0.17% active; in the data active means inhibition above about 50%;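 further: plate controls were vehicle for no effect and reference inhibitor for full effect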
Starred values were filed as active, the others as inactive; . = no result given; & = joins results of further samples.

Compound	Hsp70 inhibitors	Rat MKP-3 inhibitors
O=C(NCC1CCCO1)c1ccc(F)c2ccccc12 (configuration not stated)	-1.8%	2%
O=C(NCc1ccccn1)C1CCCN(Cc2cnn(-c3ccccc3)c2-n2cccc2)C1 (configuration not stated)	0.3%	-16%
O=c1c2c(nc(NCCO)n1CC1CCCCC1)-c1ccccc1CC21CCCC1	5.7%	.
COc1ccccc1N(CC(=O)Nc1ccc(S(=O)(=O)N2CCCCC2)cc1)S(C)(=O)=O	1.9%	.
CCNc1nc2c(c(=O)n(Cc3ccccc3)c(=O)n2C)n1Cc1ccccc1	13%	5%
O=C(Cn1c(=O)oc2ccccc21)N(Cc1ccccc1)C1CCS(=O)(=O)C1 (configuration not stated)	1.4%	8%
O=C(O)CC1S/C(=N/N=C/c2ccc([N+](=O)[O-])cc2)N(c2ccc(O)cc2)C1=O (configuration not stated)	-1.0%	2%
CNC(=O)c1snnc1-c1ccccc1	0.0%	.

Compound	Hsp70 inhibitors	Rat MKP-3 inhibitors
Cc1ccc(-n2ncc3c(NCC4CCCO4)ncnc32)c(C)c1 (configuration not stated)	4.9%	.
Cc1ccc(-c2nc(N/N=C/c3ccccc3O)c3ccccc3n2)cc1	-22%	0%
COc1ccc(NC(=O)CN(c2ccc(C)cc2)S(=O)(=O)c2ccc(F)cc2)cc1OC	1.4%	2%
COc1cc2c(cc1NC(=O)CSc1nnc(COc3ccc(Cl)cc3)n1C)oc1ccccc12	-2.0%	.
COc1ccc(C2/C(=C(/O)c3ccccc3)C(=O)C(=O)N2CC(C)O)c(OC)c1 (configuration not stated)	-1.7%	-10%
CCn1nc(C)cc1Nc1ccccc1	1.4%	.
COc1cc(CN/C(C)=C(\C#N)C(N)=O)cc(OC)c1OC	-1.4%	-1%
Cc1ccc(Cl)cc1N1CCN(C(=O)Cc2c(C(=O)O)[nH]c3ccccc23)CC1	-3.7%	.

Compound	Hsp70 inhibitors	Rat MKP-3 inhibitors
O=S1(=O)NC(=NC2CCCC2)c2ccccc21	2.9%	-2%
Cc1[nH]c2ccccc2c(=O)c1CN(C)Cc1ccccc1	4.2%	-2%
Cc1ccc(S(=O)(=O)NC(=NCC(=O)O)c2ccc(F)cc2)cc1	-4.3%	.
COc1ccc(Cl)cc1C(=O)Nc1ccc2c3c(cccc13)CC2	-0.9%	4%
CCCCC(=O)Nc1ccc(C(=O)Nc2ccc3c(c2)OCO3)cc1	1.1%	-3%
O=C(CCS(=O)(=O)c1ccc(Br)s1)NCc1cccs1	-2.2%	5%
O=C(CCn1cccc1)NCc1ccc(Cl)cc1	-1.1%	-3%
CN(C)CCCN1C(=O)C(O)=C(C(=O)c2cc3ccccc3o2)C1c1ccccc1 (configuration not stated)	-1.3%	-10%

Compound	Hsp70 inhibitors	Rat MKP-3 inhibitors
COc1ccccc1NC(=O)C1=C(C)NC(=O)NC1c1ccc(C)cc1 (configuration not stated)	0.2%	-17%
CCCCOC(=O)c1ccc(NC(=O)CSc2nc3ccccc3o2)cc1	2.4%	3%
CCOC(=O)C(C(=O)OCC)C1CCS(=O)(=O)C1 (configuration not stated)	9.7%	.
CCOC(=O)c1sc(NC(=O)C2COc3ccccc3O2)c(C(=O)OCC)c1C (configuration not stated)	-1.0%	0%
COc1ccccc1-n1c(SCC(=O)Nc2nnc(C)s2)nc2c(c1=O)SCC2	1.4%	.
COCCn1c(SCC(=O)N2CCc3ccccc32)nc2c(c1=O)SC(C)C2 (configuration not stated)	2.7%	-5%
Oc1c(Cl)cc(Cl)cc1C=Nc1cccc(C(F)(F)F)c1	9.3%	-1%
Cc1cc(C)n(-c2nc(C)nc3c2cnn3-c2ccccc2)n1	5.7%	-8%

Arranged by SMILES length (falling): part of the list above.
Compound	Hsp70 inhibitors	Rat MKP-3 inhibitors
COCCn1c(SCC(=O)N2CCc3ccccc32)nc2c(c1=O)SC(C)C2 (configuration not stated)	2.7%	-5%
COc1ccccc1NC(=O)C1=C(C)NC(=O)NC1c1ccc(C)cc1 (configuration not stated)	0.2%	-17%
Cc1cc(C)n(-c2nc(C)nc3c2cnn3-c2ccccc2)n1	5.7%	-8%

Following part
Compound	Hsp70 inhibitors	Rat MKP-3 inhibitors
CC(CC1CC(C)(C)OC1=O)C(=O)Nc1nncs1 (configuration not stated)	6.4%	.
Clc1ccccc1-c1ccc(/C=N/Nc2nc(N3CCOCC3)nc(N3CCOCC3)n2)o1	5.4%	0%
O=C(O)c1cnn2c(C(F)F)cc(C3CC3)nc12	-7.5%	.
Cc1cc(NC(=O)c2cc(Cl)ccc2Cl)no1	4.4%	-6%
Cc1ccc(CC2C(=O)N(c3ncccn3)C(=O)C2C)cc1 (configuration not stated)	2.9%	-3%
COc1cc2c(OC)cccc2cc1C(=O)O	2.4%	-4%
COc1ccc(C(C#N)Nc2ccccc2)cc1 (configuration not stated)	4.0%	.
COc1cc(OC)cc(C(=O)OCC(=O)Nc2ccc(N3CCCCC3)cc2)c1	-2.1%	.

Compound	Hsp70 inhibitors	Rat MKP-3 inhibitors
COc1cc(/C=C2/C(=O)NN(c3ccccc3)C2=O)ccc1OC(C)=O	6.7%	5%
NC(=O)C1CCN(C(=O)CSCc2ccccc2Cl)CC1	0.3%	1%
CN(C(=O)c1coc(=O)c2ccccc12)c1ccc(F)cc1	6.2%	0%
CCOC(=O)c1ccc(NC(=O)CC2C(=O)N(c3ccccc3)C(=O)N2CCCOC)cc1 (configuration not stated)	15%	.
Cc1cc(C)c(Cn2c(=O)n(CCCC(=O)NCc3ccco3)c(=O)c3ccccc32)c(C)c1	6.9%	7%
O=C(C1CCC1)N1CCN(Cc2ccccc2)CC1	-1.2%	-8%
COc1ccc(NC(=O)C2CCC(=O)N2S(=O)(=O)c2ccc(C)cc2)c(OC)c1 (configuration not stated)	-0.1%	-1%
COc1cc(/C=C2/SC(=S)N(c3ccccc3)C2=O)cc(Br)c1OC(=O)c1ccc(C)cc1	-1.4%	0%

Compound	Hsp70 inhibitors	Rat MKP-3 inhibitors
Cc1ccc(C)n1NC(=O)c1ccco1	-2.1%	-10%
C(=C\c1cc(/C=C/c2ccccc2)ncn1)/c1ccccc1	0.4%	.
Cc1ccc2c(C)[nH]c(=O)cc2c1	2.0%	-4%
COc1ccccc1N1CCN(CC(O)COc2ccc3c(C)cc(=O)oc3c2)CC1 (configuration not stated)	-2.8%	8%
OCCNc1nc2ccc(Cl)cc2[nH]1	1.4%	-5%
CC(C)(C)CC(C)(C)NC(=O)CSc1nnc(-c2cccc(F)c2)n1-c1ccccc1	-2.2%	1%
Cc1ccc(C(=O)c2c(C)oc3c2cc(O)c2ccccc23)cc1	-1.9%	11%
COc1ccc(NC(=O)OC(C)C)cc1	3.8%	.

Compound	Hsp70 inhibitors	Rat MKP-3 inhibitors
CCOC(=O)c1c(NC(=O)c2ccc(Cl)cc2)sc(C(=O)Nc2ccccc2OCC)c1C	4.9%	2%
COc1ccc(S(=O)(=O)N2CCN(C(=O)NCc3ccccc3)CC2)cc1	-2.7%	6%
CCOc1ccc(CNc2ccc3c(c2)ncn3C)cc1	-4.6%&2.4%	-8%&-6%
O=C(NCCC1=CCCCC1)c1ccc(Cl)cc1[N+](=O)[O-]	-2.9%	4%
COc1cc2c(C(=O)N3CCN(C4CCCCC4)CC3)cn(CC(C)C)c(=O)c2cc1OC	10%	14%
O=C(NCc1ccccc1)C(c1ccc(O)cc1)N(C(=O)Cn1nnc(-c2cccs2)n1)c1ccc2c(c1)OCCO2 (configuration not stated)	0.4%	.
COc1ccc(C(=O)Cn2c(Br)nc3c2c(=O)n(C)c(=O)n3C)cc1OC	-0.5%	-3%
CCOCCOC(=O)C1=C(C)N(C)C(=O)NC1c1ccc(OCc2ccccc2)cc1 (configuration not stated)	-2.9%	3%

Compound	Hsp70 inhibitors	Rat MKP-3 inhibitors
Nc1nsnc1C(=O)NCCO	-1.1%	5%
Cc1ccc(Cl)cc1N1CCN(C(=O)C2CCN(S(=O)(=O)c3c(C)nn(C)c3C)CC2)CC1	-1.8%	2%
COc1ccc(/C=N\NC(=O)c2ccc(Br)cc2)cc1I	0.4%	-1%
O=C(Nc1ccn(-c2ccccc2)n1)c1ccc(S(=O)(=O)N2CCCCCC2)cc1	5.0%	-6%
COc1cc(C2CC(C(F)(F)F)n3ncc(C(=O)O)c3N2)cc(OC)c1OC (configuration not stated)	0.2%	1%
Cc1ccc(S(=O)(=O)N(CCc2ccccc2)CC(=O)NCc2ccc(Cl)cc2)cc1	-3.8%	2%
COc1cc(C(=O)Nc2ccc(-c3nc4ccccc4[nH]3)cc2)cc(OC)c1OC	1.7%	2%
COc1ccc(OC)c(NC(=O)CSc2nnc(CCCO)n2-c2ccccc2)c1	-2.5%	-6%

Compound	Hsp70 inhibitors	Rat MKP-3 inhibitors
CCOC(=O)c1ccccc1NC(=O)CN(c1ccc(C)cc1)S(C)(=O)=O	0.7%	-3%
CCCN1C(=S)SC(C)(C)C1/[N+]([O-])=C/c1cccnc1 (configuration not stated)	2.7%	.
CC(=O)N1CCN(c2ccc(S(=O)(=O)N3CCCCC3)cn2)CC1	-0.8%	1%
Cn1c(=O)c2c(nc(SCC(=O)N3c4ccccc4CCc4ccccc43)n2C)n(C)c1=O	.	9%
CN(C)S(=O)(=O)c1ccc(C(=O)N2CCC(c3nc4ccccc4o3)CC2)cc1	-4.7%	-12%
COc1ccccc1OC(C)C(=O)O (configuration not stated)	.	7%
Cc1ccc(N(CC(=O)NCc2ccncc2)S(=O)(=O)c2ccccc2)cc1C	3.8%	0%
Cc1cc(C)c(S(=O)(=O)Nc2nnc(C)s2)c(C)c1	0.6%	-10%

Part of the list above, with the structure last.
Hsp70 inhibitors	Rat MKP-3 inhibitors	SMILES
2.7%	.	CCCN1C(=S)SC(C)(C)C1/[N+]([O-])=C/c1cccnc1 (configuration not stated)
-0.8%	1%	CC(=O)N1CCN(c2ccc(S(=O)(=O)N3CCCCC3)cn2)CC1
.	9%	Cn1c(=O)c2c(nc(SCC(=O)N3c4ccccc4CCc4ccccc43)n2C)n(C)c1=O
-4.7%	-12%	CN(C)S(=O)(=O)c1ccc(C(=O)N2CCC(c3nc4ccccc4o3)CC2)cc1
.	7%	COc1ccccc1OC(C)C(=O)O (configuration not stated)
3.8%	0%	Cc1ccc(N(CC(=O)NCc2ccncc2)S(=O)(=O)c2ccccc2)cc1C

(list continues)
Compound	Hsp70 inhibitors	Rat MKP-3 inhibitors
CCC1C(O)=C(c2ccccn2)C(=N)N1c1ccccc1 (configuration not stated)	0.2%	-10%
O=C(CSc1ncccc1-c1nc2ccccc2[nH]1)N1CCN(c2ccccc2F)CC1	-2.3%	-8%
CCCCOc1ccc2c(=O)c(-c3ccccc3OC)coc2c1	-4.3%	2%
CCC(C)NC(=O)c1c(C)cc(=O)oc1C (configuration not stated)	3.1%	-2%
Cc1cccn2c(=O)c3cc(C#N)c(=NC(=O)c4ccncc4)n(Cc4ccco4)c3nc12	6.4%	-1%
CCOc1ccc(N(CC(=O)N2CCN(c3ccccc3OC)CC2)S(C)(=O)=O)cc1	4.2%	-2%
O=C(O)c1ccc(/C=N/c2ncn[nH]2)cc1	6.3%	4%
CCn1nc(C(=O)OCC(=O)N2CCc3ccccc32)c2ccccc2c1=O	5.4%	-6%

Compound	Hsp70 inhibitors	Rat MKP-3 inhibitors
Cc1ccc(NC(=O)CS(=O)(=O)c2c[nH]c3ccccc23)c(C)c1	-4.2%	-7%
CC(Sc1nnc(N)s1)c1ccccc1Cl (configuration not stated)	-0.3%	-4%
O=[N+]([O-])c1cc(NS(=O)(=O)Cc2ccccc2)ccc1F	3.6%	-2%
CC(/C=N/O)Cc1ccc2c(c1)OCO2 (configuration not stated)	2.5%	-2%
Cc1ccc2c(c1)C1(c3ccccc3)Nc3ccc(C)cc3C1(c1ccccc1)N2 (configuration not stated)	-1.3%	5%
CCOc1ccc(Oc2nc(Nc3ccc(C)cc3)nc(N(C)C)n2)nn1	0.3%	-13%
CCCc1cc(=O)n2[nH]cnc2n1	5.2%	5%
COc1ccc(-c2nc(C#N)c(NC(C)c3ccccc3)o2)cc1OC (configuration not stated)	-1.8%	2%

Compound	Hsp70 inhibitors	Rat MKP-3 inhibitors
O=C(c1cccnc1)N1CCN(Cc2ccc3c(c2)OCO3)CC1	-7.8%	-5%
Cc1ccc(S(=O)(=O)NC2(C(F)(F)F)NC(=O)N(C)C2=O)cc1 (configuration not stated)	5.7%	3%
O=c1[nH]c(N2CCOCC2)nc2c1CCCC2	3.1%	-5%
CCCN(CCC)S(=O)(=O)c1ccc2c(c1)CCCN2C(C)=O	2.8%	1%
CN(C)S(=O)(=O)N1CCN(C(=O)N2CCCCC2)CC1	-3.1%	-2%
O=C(Cc1ccccc1)N[C@H](c1ccccc1)P(=O)(O)CO	42%	-7%
CCOC(=O)Cn1cnc2sc3c(c2c1=O)CCC3	2.4%	-9%
COc1ccc(C2CC(C(F)(F)F)n3nc(C(=O)Nc4cccnc4)cc3N2)cc1 (configuration not stated)	-0.6%	-2%

Compound	Hsp70 inhibitors	Rat MKP-3 inhibitors
O=C(c1c(F)cccc1F)N1CCN(c2ccccc2F)CC1	-0.1%	-2%
[O-][N+]12CCN(CC1)c1ccccc12	0.8%	-6%
O=C1NC(=O)N(c2ccc(Cl)cc2)C(=O)/C1=C/c1ccc(F)cc1	0.4%	1%
Cc1ccc2c3c([nH]c2c1C)-c1nonc1CC3	1.3%	.
O=C(NCCCN1CCCC1)C1CCC(=O)N1C1CCCCC1 (configuration not stated)	-0.9%	0%
COc1ccc(C(=O)NCCCNc2ccc([N+](=O)[O-])cc2Cl)cc1OC	-2.7%	4%
Cc1ccc(N(CC(=O)NC(C)c2ccccc2)S(C)(=O)=O)cc1Cl (configuration not stated)	-2.5%	3%
CCc1ccc(-n2c(C)cc(/C=C3/SC(=S)NC3=O)c2C)cc1	-9.9%	2%
CCCS(=O)(=O)N1CCCC(C(=O)NCCCN(C)c2ccccc2)C1 (configuration not stated)	-6.1%	1%

Only part of the results is shown; count on the stated rates, not on these rows.
